Screens (PubChem)
Exocytosis inh – lytic granule exocytosis inhibition; TALL-104 LAMP-1 surface exposure, flow cytometry; cells stimulated with thapsigargin and PMA; inhibition, % at 10 µM; actives 0.66% (n = 360,000); AID 651702;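 active means inhibition above about 55%, limit read from the data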
ABCB6 inh MLPCN – inhibitors of human ABC transporter ABCB6; Q9NP58; K562-ABCB6 porphyrin accumulation, flow cytometry, 1 h; stronger effect = lower value; fluorescence ratio to DMSO, % at 10 µM; actives 0.19% (n = 360,000);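 active means fluorescence ratio to DMSO below 75%, the collection mean minus 3 SD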;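 further: signal is porphyrin accumulated inside mitochondria; 100% equals median channel fluorescence of DMSO control wells; lower ratio means ABCB6 inhibition with less porphyrin fluorescence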
MC4R ag barr – human MC4R agonism via beta-arrestin | P32245 | U2OS MC4R beta-arrestin complementation, luminescence; percent of melanotan II response, DMSO zero | activation, % at 8.9 µM | actives 0.98% (n = 360,000) | AID 540308;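 active means activation above a per-plate cutoff, the mean activation of sample wells on that plate plus 3 SD, cut at about 8% in these data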
Target sequence (P32245 whole entry, looked up): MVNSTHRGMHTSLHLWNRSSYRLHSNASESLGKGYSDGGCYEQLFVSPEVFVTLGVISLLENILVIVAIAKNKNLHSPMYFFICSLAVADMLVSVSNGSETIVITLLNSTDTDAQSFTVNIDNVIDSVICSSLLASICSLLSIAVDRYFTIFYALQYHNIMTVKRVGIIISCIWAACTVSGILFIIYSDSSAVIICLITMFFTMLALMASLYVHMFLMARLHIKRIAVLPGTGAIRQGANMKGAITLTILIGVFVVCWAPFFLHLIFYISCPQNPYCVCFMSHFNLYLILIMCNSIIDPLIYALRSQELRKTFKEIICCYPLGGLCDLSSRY
MC4R antag cAMP – blocks human MC4R cAMP signaling. P32245. MC4R-expressing cells, MTII-stimulated cAMP, LANCE TR-FRET. inhibition, % at 6.5 µM. actives 0.48% (n = 360,000);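 active means inhibition above its plate's cutoff, the mean of tested wells on that plate plus 3 SD, cut at about 29% in these data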;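 further: 0% = Melanotan II alone and 100% = Melanotan II plus saturating MCL0020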
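Material: human MC4R-expressing U2OS cells. Probe or stimulus: Melanotan II challenge. Dosing: 6.5 µM single dose. Times: 30-min compound, 1-h challenge, 1-h detection, room temperature. Technique: TR-FRET with Eu-cAMP and labeled anti-cAMP, 671 nm. Replication: singlicate.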
Glyco luc inh – N-linked glycosylation inhibition | actives 0.23% (n = 360,000) | reporter increase, % at 12.5 µM | AID 588692 | D54 ERlucT glycosylation luciferase reporter, 24 h; percent of 100 nM tunicamycin response;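 active means mean luciferase reporter signal, scaled so untreated is 0 and the glycosylation-blocking control 100, at or above a set limit in every replicate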;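 further: luciferase carries N-glycosylation sites so blocking glycosylation raises the light; 0% = median of neutral control wells and 100% = median of 100 nM tunicamycin wells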
aDG glyco act – alpha-DG glycosylation activation; Pro5-aDG cells, alpha-DG glycosylation AlphaScreen (IIH6); 0% Pro5, 100% B10-LARGE cell signal; activation, % at 10 µM; actives 0.22% (n = 360,000); AID 624168;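 active means activation of at least 8% versus controls, or a plate z-score of at least 8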;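 further: Pro5 are CHO cells carrying HIG-tagged alpha-DG that lacks glycosylation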
Vif inh – blocks HIV Vif function. HEK293T cells, Vif self-association by quenched fluorescence, imaging, 24 h. inhibition, % at 7.49 µM. actives 0.35% (n = 340,000); in the data active means inhibition above about 50%, passing the limit was not always enough; further: some results filed as inactive read as strong as hits
TLR9-MyD88 block – inhibitors of human TLR9-MyD88 binding; AID 504734; actives 0.21% (n = 340,000); CHO BLA complementation TLR9-MyD88, CCF4 FRET ratio; inhibition, % at 4.98 µM; Q9NR96+Q99836;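 active means inhibition above the mean over all tested compounds plus 3 SD, cut at about 21% in these data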;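 further: 0% = DMSO only wells and 100% = clavulanate BLA inhibitor control wells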
NOD2 RIPK2 PPI – blocks binding of human NOD2 to RIPK2; AID 624267; actives 0.38% (n = 360,000); CHO BLA complementation NOD2-RIPK2, CCF4 ratio; O43353; inhibition, % at 4.98 µM; in the data active means inhibition above about 21%;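 further: 0% = vehicle only and 100% = reference blocker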
Target sequence (O43353 whole entry, looked up): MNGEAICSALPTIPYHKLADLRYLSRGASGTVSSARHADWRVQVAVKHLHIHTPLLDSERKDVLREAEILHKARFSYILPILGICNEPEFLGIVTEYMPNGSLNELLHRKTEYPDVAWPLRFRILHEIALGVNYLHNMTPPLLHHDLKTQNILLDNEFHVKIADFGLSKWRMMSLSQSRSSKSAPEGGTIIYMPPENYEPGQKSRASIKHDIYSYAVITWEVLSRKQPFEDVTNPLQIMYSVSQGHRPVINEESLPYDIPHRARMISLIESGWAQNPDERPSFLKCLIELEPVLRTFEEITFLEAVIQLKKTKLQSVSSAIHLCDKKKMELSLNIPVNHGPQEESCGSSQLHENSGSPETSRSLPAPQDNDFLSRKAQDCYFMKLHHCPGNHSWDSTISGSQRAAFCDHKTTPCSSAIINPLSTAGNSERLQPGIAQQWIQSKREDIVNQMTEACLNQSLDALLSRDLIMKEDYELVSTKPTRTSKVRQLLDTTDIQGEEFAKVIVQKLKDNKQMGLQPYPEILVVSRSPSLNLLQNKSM
ABHD5-PLIN5 inh – blocks binding of human ABHD5 to perilipin-5 | Q00G26+Q8WTS1 | Split G. princeps luciferase complementation, luminescence, 4 h | inhibition, % at 4 µM | actives 0.78% (n = 360,000) | AID 602281;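 active means inhibition above the mean inhibition across every tested compound plus 3 SD, cut at about 22% in these data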;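 further: 0% = DMSO only wells and the 100% control is not disclosed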
* hit, by the source's call; i = inactive; / = not tested or not shown.

Every second line gives: Exocytosis inh | ABCB6 inh MLPCN | MC4R ag barr | MC4R antag cAMP | Glyco luc inh | aDG glyco act | Vif inh | TLR9-MyD88 block | NOD2 RIPK2 PPI | ABHD5-PLIN5 inh
CCOC(=O)C1=C(CSc2nc(-c3ccccc3)ccc2C#N)OC(N)=C(C#N)C1c1ccc(OC)cc1 (stereo unspecified)
→ 75* | 430 | -0.3 | 8 | -3 | 0.3 | i | 7 | 17 | -7
CSc1nsc(SC)c1NC(=O)OC1CCCCC1
→ 0 | 99 | 1.4 | 11 | -3 | -0.1 | / | -3 | -7 | -1
COc1ccc(NS(=O)(=O)c2cccc(C(=O)NNC(=O)c3cccc(NC(C)=O)c3)c2)cc1
→ -4 | 102 | -1.0 | 0 | -1 | -0.2 | -1 | 7 | -6 | 4
Cc1nnsc1C(=O)N1CCCC(Nc2ccc(C(C)C)cc2)C1 (stereo unspecified)
→ 2 | 95 | -2.6 | -1 | 2 | 0.0 | -3 | -9 | 1 | -2
C=CCn1c(SCc2nc3ccccc3[nH]2)nnc1-c1ccc(OC)cc1
→ 7 | 97 | -1.2 | 2 | -2 | 0.1 | -10 | -8 | -3 | -7
CCCNC(=O)c1cc(C2CCCCN2S(=O)(=O)c2cn(C)cn2)on1 (stereo unspecified)
→ 4 | 98 | -0.9 | 4 | 1 | 0.0 | -4 | / | -5 | 2
NCCCCc1cn(CC(=O)N2CCNCC2)nn1
→ 0 | 100 | -1.7 | 0 | 2 | -0.3 | 7 | -5 | -7 | 5
O=C(NCc1ccccc1)C(c1c(F)cccc1Cl)N(C(=O)c1csnn1)C1CC1 (stereo unspecified)
→ -2 | 98 | 0.0 | 0 | -1 | -0.1 | 12 | -4 | 6 | -2
Cn1c(COc2ccc(Cl)cc2)nnc1SCC(=O)NC1CCCC1
→ 4 | 101 | 0.6 | 4 | -1 | 0.0 | -20 | 13 | 8 | 4
COc1ccc(C(=O)c2cn[nH]c2-c2cc(Cl)ccc2O)cc1
→ 3 | 78 | -0.1 | -2 | -3 | -0.2 | -8 | -12 | 2 | 10
Cc1ccc(-n2ncc3c2CC(C)(C)CC3NC(=O)c2ccc[n+]([O-])c2)cc1 (stereo unspecified)
→ -1 | 103 | -4.0 | 11 | 4 | 0.3 | -3 | -7 | -7 | -4
CCN(CC(=O)Nc1ccc(NC(C)=O)cc1)C(=O)c1ccc2c(c1)OCO2
→ -5 | 98 | 0.1 | 6 | 0 | -0.3 | 1 | 1 | 17 | -3
C=CCc1c(C)nc(SC(C)C)[nH]c1=O
→ 2 | 94 | -3.1 | 3 | 1 | -0.1 | -3 | 4 | -4 | -6
COc1ccc(S(=O)(=O)N(C)CC(=O)Nc2ccccc2SC)cc1Cl
→ 3 | 98 | 0.2 | -14 | -4 | 0.1 | / | -6 | 7 | 10
O=C1C(Cl)=C(Nc2ccc(O)cc2)C(=O)c2ccccc21
→ 70* | 66* | -2.8 | 15 | -1 | -0.3 | -6 | -2 | -4 | 1
Cc1ccc(NC(=O)CSc2nc(N)c(-c3ccccc3)c(=O)[nH]2)cc1Cl
→ 10 | 104 | 1.2 | 0 | -1 | -0.2 | -6 | -2 | -6 | 4
O=C(COc1cc2oc(=O)cc(-c3ccccc3)c2cc1Cl)NC(Cc1c[nH]c2ccc(O)cc12)C(=O)O (stereo unspecified)
→ 8 | 97 | -1.0 | 2 | 0 | 0.4 | -2 | -2 | 5 | 1
O=C(COC(=O)CCc1ccccc1)NC12CC3CC(CC(C3)C1)C2
→ -6 | 104 | 5.6 | 0 | 1 | -0.6 | 6 | -1 | -12 | -5
CNC(=O)COc1ccc(-c2nn(C)c(=O)c3ccccc23)cc1
→ 4 | 98 | -1.4 | 10 | 4 | 0.1 | -17 | -1 | -11 | 1
COc1ccc(N2CCN(C(=O)CSc3nc(C)cs3)CC2)cc1
→ 0 | 99 | -4.5 | 12 | -2 | -0.3 | 8 | 0 | -5 | -3
C[N+]1(CCn2ccc3ccccc32)CCCCC1
→ 0 | 99 | -4.1 | 17 | -1 | 0.1 | 4 | 6 | -10 | 4
COc1ccc(-c2csc(N3CCN(c4cc5c(cc4Cl)nc(-c4ccncc4)n5CCOCCO)CC3)n2)cc1
→ 12 | 103 | -0.3 | 14 | 2 | -0.1 | 9 | 4 | -6 | -24
Cc1oc2nc(SCC(=O)Nc3ccc(S(N)(=O)=O)cc3)nc(NC(=O)c3ccccc3)c2c1C
→ 0 | 95 | -0.5 | 19 | 0 | 0.0 | 7 | -2 | 10 | 3
COc1ccc(-c2nc3ccc(Br)cn3c2Cc2ccccc2C(F)(F)F)cc1OC
→ -1 | 109 | / | / | -7 | 0.2 | / | / | -8 | -5
CN(CC(=O)Nc1ccc(N2CCOCC2)cc1)CC(=O)Nc1ccc(Cl)cc1[N+](=O)[O-]
→ 0 | 98 | 0.6 | 6 | 0 | 0.2 | / | -9 | 8 | 5
COc1ccc2oc(C(=O)OCC(=O)N3CCN(c4ccccc4)CC3)c(C)c2c1
→ 3 | 96 | 0.3 | 1 | -2 | -0.2 | -8 | -7 | -3 | 4
COc1ccc(NC(=O)COC(=O)Cc2ccc(-c3ccccc3)cc2)c(OC)c1
→ -3 | 98 | -1.1 | -4 | 1 | -0.1 | / | 4 | -7 | 2
COCCn1c(-c2ccc(OC)cc2)nc2ccccc21
→ -4 | 98 | -2.9 | 12 | 1 | 0.3 | -10 | 4 | -1 | 2
O=C(Nc1nnc(SCc2ccc(Cl)cc2)s1)c1ccco1
→ 1 | 85 | 8.8* | -3 | -5 | -0.3 | 7 | 5 | -2 | 1
O=C(NCc1ccccc1Cl)c1cnc2ccccc2n1
→ 15 | 104 | -2.4 | 4 | 0 | -0.1 | 11 | 0 | -4 | -9
CC(CC#CCN1CCOCC1)OCCC#N (stereo unspecified)
→ 2 | 91 | 0.9 | 11 | 0 | -0.2 | 12 | 3 | -18 | -4
COc1ccc(S(=O)(=O)N2CCCC(C(=O)NCc3ccc(F)cc3)C2)cc1 (stereo unspecified)
→ 5 | 94 | -0.8 | 2 | -4 | 0.1 | 10 | -7 | 13 | -3
COc1ccccc1NS(=O)(=O)c1cc(NC(=O)Nc2cccc(C)c2)ccc1N1CCCCC1
→ 4 | 92 | -0.4 | 1 | -7 | 0.3 | / | 7 | 11 | -13
O=C(Nc1cccc(O)c1)c1cnn2cccnc12
→ 0 | 101 | -2.8 | 1 | 2 | -0.1 | -10 | 3 | -3 | 5
Cc1ccc(C)c(S(=O)(=O)N2CCN(C(=O)c3ccc(N4CCCC4)c([N+](=O)[O-])c3)CC2)c1
→ 13 | 102 | -3.6 | 7 | 0 | -0.3 | 1 | -3 | -8 | 1
O=S(=O)(c1cccs1)N1CCC(Cc2ccccc2)CC1
→ 5 | 95 | 0.2 | 3 | -2 | 0.0 | 6 | 7 | -2 | 1
Cc1ccc2cc(C#N)c(NCCNC(=O)C3CCC3)nc2c1C
→ 1 | 102 | -1.9 | 6 | -1 | 0.2 | -24 | -13 | -1 | -2
CNc1cccc(-c2ccccc2C(C)=O)n1
→ 0 | 100 | -0.9 | -2 | 3 | 0.0 | 4 | / | -9 | -2
CNc1cnn(-c2ccc(C)cc2)c(=O)c1Cl
→ 1 | 97 | -1.4 | 7 | -3 | -0.1 | 0 | 5 | -3 | -2
CCOc1ccccc1C(=O)NC(C)c1ccc2c(c1)OCO2 (stereo unspecified)
→ 0 | 90 | -1.2 | 4 | 5 | 0.2 | -5 | 1 | -16 | -11
COC1=C(NCc2ccc3c(c2)OCO3)C(=O)C(OC)=C(NCc2ccc3c(c2)OCO3)C1=O
→ -3 | 94 | -0.2 | -4 | -2 | 0.0 | 10 | -2 | -7 | 1
COc1ccc(C(=O)Nc2ccccc2C(=O)NC(Cc2ccc(O)cc2)C(=O)NNC(=O)c2ccncc2)cc1 (stereo unspecified)
→ -2 | 103 | -1.3 | -5 | -2 | -0.2 | -13 | 1 | 3 | 1
COc1ccc(C)cc1NC(=O)c1ccc(-c2ccc(C(C)=O)cc2)o1
→ 0 | 93 | 2.9 | 12 | -2 | 0.0 | -1 | -2 | -17 | 2
CCn1c(SCC(=O)N2CCCc3ccccc32)nc2cccnc21
→ -2 | 99 | -2.8 | 6 | -1 | -0.1 | -11 | -1 | -4 | -2
NC(CSC1(c2ccc(F)cc2)c2ccccc2-c2ccccc21)C(=O)O (stereo unspecified)
→ -3 | 102 | 1.0 | 2 | -1 | 0.3 | 1 | -4 | -12 | -5
CC(C)(C)c1ccc(NC(=O)CSc2n[nH]c(=O)n2-c2cccnc2)cc1
→ -2 | 104 | -2.8 | 12 | 3 | 0.2 | -11 | -14 | 2 | 4
O=C(c1ccc(NS(=O)(=O)c2cccc(F)c2)cc1)N1CCCCC1
→ -4 | 101 | -3.5 | 4 | -2 | 0.1 | -5 | -1 | -6 | -2
O=C(Nc1nc2c(s1)CCCC2)c1ccc(S(=O)(=O)N2CCCc3ccccc32)cc1
→ 7 | 90 | -0.9 | 3 | -5 | -0.4 | 0 | -7 | -5 | -4
Cn1c(SCC(=O)N2c3ccccc3CCc3ccccc32)nnc1-c1cc2ccccc2cc1O
→ 3 | 95 | -0.4 | 1 | -2 | 0.2 | -1 | -4 | -4 | 10
CN1CCN(CCC(=O)Nc2ccc(OCc3ccccc3)cc2)CC1
→ 0 | 99 | -1.2 | 2 | -3 | 0.2 | 11 | -7 | 4 | 0
CCCc1[nH]nc2c1C(CCc1ccccc1)C(C#N)=C(N)O2 (stereo unspecified)
→ 2 | 100 | -2.3 | 6 | 0 | 0.2 | 6 | -4 | 9 | -10
COCCCN1C(=O)C(CC(=O)NCc2cccs2)CC(C(=O)N(C(C)C)C(C)C)=C1C (stereo unspecified)
→ -1 | 99 | / | / | 1 | -0.1 | / | / | -1 | -11
Cc1occc1C(=O)NCc1cccs1
→ 1 | 103 | -1.5 | 7 | 2 | 1.2 | 10 | -4 | -13 | -2
CNCCCCOc1ccccc1-c1ccccc1
→ 4 | 98 | 1.9 | 5 | -4 | 0.9 | 5 | -6 | -3 | 17
O=C(Nc1ccc2[nH]c(=O)[nH]c2c1)c1ccc([N+](=O)[O-])o1
→ -6 | 99 | -1.1 | 2 | -6 | 0.6 | 1 | -3 | 4 | -8
COC(C/C=C\[C@H](O)[C@H](C)OCc1ccccc1)OC
→ -1 | 99 | 0.1 | 1 | 2 | 0.1 | / | 1 | -13 | -3

The list is partial, so the mix of outcomes need not match the whole.
